Screening results (PubChem)
PI5P4Ka inh – inhibitors of human PI5P4K alpha. hit rate 1.2% among 330,000. max response, %. AID 652105. PI5P4Kalpha enzyme, ADP-Glo luminescence, 60 min; hits give low values; active = max response of -50% or lower; inconclusive = between -30% and -50%; inactive = -30% or higher; note: value at the top dose of about 77 µM; % is set by controls: 0 for no effect and ±100 for the full control effect
Target sequence (P48426 whole entry, looked up): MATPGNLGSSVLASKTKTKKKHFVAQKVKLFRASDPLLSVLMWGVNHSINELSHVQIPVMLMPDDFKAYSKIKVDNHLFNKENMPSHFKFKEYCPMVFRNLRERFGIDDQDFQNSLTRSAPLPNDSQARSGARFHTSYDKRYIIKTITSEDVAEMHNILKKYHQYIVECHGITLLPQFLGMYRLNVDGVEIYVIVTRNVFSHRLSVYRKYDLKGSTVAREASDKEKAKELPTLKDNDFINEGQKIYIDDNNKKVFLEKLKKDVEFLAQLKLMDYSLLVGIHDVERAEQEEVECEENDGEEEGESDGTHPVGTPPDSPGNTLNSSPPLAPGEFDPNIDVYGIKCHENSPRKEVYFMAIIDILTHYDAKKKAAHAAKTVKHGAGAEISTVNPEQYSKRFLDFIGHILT
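Luminescence from ADP-Glo served as readout of PI5P4Kalpha activity in a qHTS format. Reaction: enzyme, substrate, compound, ATP at 5 microM final, 60 min at RT.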
WRN inhibitor – WRN helicase (human) inhibition; Q14191; WRN helicase unwinding, fluorescent forked duplex, kinetic; Potency, µM (top dose mostly 114 µM), without a hit: at the highest dose activity change, negative = inhibition, hits mostly inhibitors; hit rate 0.46% among 360,000; note: potency is the fitted concentration of half-maximal effect; % is set by controls: 0 for no effect and ±100 for the full control effect; nearly all actives have a fitted effect of over 55% in size
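Enzyme (20 nM final) and test compound sit together 15 min at room temperature before substrate addition. Substrate is a single-forked duplex oligonucleotide (100 nM) labelled with fluorophore and quencher, with 2 mM ATP; helicase unwinding raises red fluorescence, read kinetically.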
IL-2 act – activators of IL-2 | hit rate 0.065% among 360,000 | AID 652025 | IL-2 activation reporter assay, cell-based qHTS; stimulated with anti-CD3/CD4/CD28 beads; in transgenic mouse T cells | activation, % (series mostly up to about 46 µM); in the data active = activation above about 50%; inconclusive = mostly about 30% to 49%; note: 0% is about no effect
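Quantitative HTS in unstimulated transgenic mouse T cells, with memory T cells as non-tolerant control and PMA/ionomycin as tolerance-bypass control. Compound pretreatment lasted 60 minutes before 18 h bead stimulation; EGFP/DsRed fluorescence read.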
GLP1R inv ag – GLP-1 receptor (human) inverse agonism; HEK293 GLP-1R CRE-luciferase, luminescence, 24 h; GLP-1R form is constitutively active; Potency, µM (highest dose often 38.3 µM), without a hit: at the highest dose activity change, negative = inhibition, usual class: inhibitors; hit rate 1.6% among 410,000; AID 624417; note: potency is the fitted concentration of half-maximal effect; % is set by controls: 0 for no effect and ±100 for the full control effect; nearly all actives have a fitted effect of over 55% in size
Target sequence (P43220 whole entry, looked up): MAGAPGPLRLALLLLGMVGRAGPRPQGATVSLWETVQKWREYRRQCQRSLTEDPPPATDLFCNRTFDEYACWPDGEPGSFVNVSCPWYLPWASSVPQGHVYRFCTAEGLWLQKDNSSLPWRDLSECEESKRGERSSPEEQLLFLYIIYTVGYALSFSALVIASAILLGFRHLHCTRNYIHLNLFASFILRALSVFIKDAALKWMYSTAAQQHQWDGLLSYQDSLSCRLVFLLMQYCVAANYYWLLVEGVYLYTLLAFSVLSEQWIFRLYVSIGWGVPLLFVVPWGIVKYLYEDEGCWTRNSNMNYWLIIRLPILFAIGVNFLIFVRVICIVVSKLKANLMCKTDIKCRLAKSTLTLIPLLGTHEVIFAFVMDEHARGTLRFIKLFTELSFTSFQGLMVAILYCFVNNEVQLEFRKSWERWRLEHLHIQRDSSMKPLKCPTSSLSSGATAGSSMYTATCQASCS
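Inverse agonism was detected as reduced cAMP-driven luciferase luminescence after 24 h compound treatment. The cells were HEK293 clones expressing constitutively active human GLP-1R with the reporter. Reporter-only and GPR119 cell lines served as counterscreen controls.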
D3 ag – D3 dopamine receptor (human) agonism. P35462. hit rate 0.58% among 410,000. D3R DiscoveRx beta-arrestin cells, luminescence, 90 min. max activation, %; in the data active = max activation above about 30%; note: 0% is about no effect; mostly tested at two doses, the higher about 12 µM
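Agonist mode: compounds and dopamine controls were applied to plated cells for 90 min at 37 degrees C after an overnight attachment at 1500 cells/well. Luminescent read-out followed 30 - 60 minutes at room temperature with DiscoveRx detection reagent.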
HEK293 tox – cytotoxicity counter-screen for GLP-1 receptor inverse agonists | HEK293 cAMP-luciferase reporter cells, luminescence, 24 h | Potency, µM (highest dose often 38.3 µM), without a hit: top-dose activity change, negative = inhibition, hits mostly inhibitors | hit rate 0.13% among 410,000;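 note: loss of luciferase light is scored as toxicity; potency is the fitted concentration of half-maximal effect; % is set by controls: 0 for no effect and ±100 for the full control effect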
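Step one: seed cells (200 cells/uL, DMEM with 10% Nu serum, 1% pen-strep). Step two: 12-hour incubation at 37 deg C. Step three: pin 23 nL compound, incubate 24 hr. Step four: add luciferase reagent, read luminescence 12 min later.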
GLP-1R agonist – agonists of human GLP-1 receptor | HEK293 GLP-1R CRE-luciferase, luminescence, 4-6 h; cells express a hypersensitive GLP-1R form | hit rate 0.007% among 380,000 | P43220 | Potency, µM (series often up to 45.6 µM), without a hit: at the top dose activation, usual class: activators | AID 624172; note: potency is the fitted concentration of half-maximal effect; % of control where 0% means no effect
PLK1 PBD block – inhibitors of human PLK1 polo-box domain binding | hit rate 2.8% among 360,000 | Potency, µM, inactives show max response, negative = inhibition, actives largely listed as inhibitors | AID 720504 | Plk1 PBD binding of FITC phosphopeptide, fluorescence polarization; note: potency is the fitted concentration of half-maximal effect; series mostly up to about 57 µM; % is set by controls: 0 for no effect and ±100 for the full control effect; nearly all actives have a fitted effect of over 65% in size
D3 antag – antagonists of human D3 dopamine receptor. D3R cells, DiscoveRx beta-arrestin luminescence, antagonist mode; hits give low values. max response, negative = inhibition, %. hit rate 2.5% among 360,000. AID 652054; in the data active = max response below about -50%; inconclusive = no clear call, values can overlap the other calls; note: % is set by controls: 0 for no effect and ±100 for the full control effect; mostly tested at two doses, the higher about 12 µM
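Cells expressing the human receptor were seeded at 1500 cells/well, incubated overnight at 37 degrees C in 5% CO2, then exposed to library compounds with dopamine controls for 90 minutes at 37 degrees C before luminescent detection.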
The depositor's hits bear a star; ? = inconclusive; nt = not tested or not shown; & = joins results of further samples; [ ] = another dose, or the depositor's remark. Unless noted, calls come from the whole dose curve; as a rule, active = well fitted curve in the direction sought with a large enough effect; inconclusive = small, poorly fitted or top-dose-only effect, or another doubt; inactive = no such curve, though single readings can be large; an effect the other way counts as inactive or inconclusive.

SMILES | PI5P4Ka inh | WRN inhibitor | IL-2 act | GLP1R inv ag | D3 ag | HEK293 tox | GLP-1R agonist | PLK1 PBD block | D3 antag
Nc1[nH]n(-c2c(Cl)cc(Cl)cc2Cl)c(=O)c1N=Nc1ccc(S(=O)(=O)Nc2ncccn2)cc1 | -2 | -7% | -0.2 | 2% | 1 | ? | -3% | -13% | -10
COc1ccc(C(=O)NCCSc2ccccc2C)cc1 | 0 | -3% | 0.1 | ? | -5 | -10% | 1% | -5% | -14
O=C(Nc1ccc2ccccc2c1)C(C1CC1)n1c(=O)c(-c2cc3ccccc3[nH]2)nc2ccccc21 (stereo not drawn) | 4 | -9% | -0.7 | 5µM* | -5 | nt | nt | -4% | -1
Cc1cc(-c2ccccc2)nc(N(C)NC(=O)C(C)(C)C)c1S(C)(=O)=O | -2 | -1% | 0.6 | -8% | -5 | -4% | 0% | -7% | 0
Cc1nn(Cc2noc(C(=O)NCc3cccc(F)c3)n2)c(C)c1Br | nt | nt | nt | ? | 5 | 1% | 16% | nt | nt
CCOC(=O)N1CCC(N2C(=O)c3ccccc3C2=O)CC1 | 2 | -3% | -1.1 | -9% | 4 | -4% | -2% | -4% | 0
c1ccc(-c2nc(-n3ccnc3)nc(-n3ccnc3)n2)cc1 | 0 | 27% | -1.2 | -8% | 5 | -11% | 1% | -6% | 28
COc1ccc(NS(=O)(=O)c2cc(C)ccc2C)cc1 | 1 | -4%[57.1 µM] | -1.9 | ? | -24 | -30% | 9% | 0% | 15
Cc1ccc(Cl)cc1NC(=O)c1cc(S(=O)(=O)N2CCOCC2)cn1C | 0 | -32% | -1.5 | 5%&4% | -10&1 | 1%&5% | -5% | -14% | -16
COc1ccc2oc(C(=O)OCC(=O)N3CCN(S(=O)(=O)c4ccc(C)cc4)CC3)c(C)c2c1 | -3 | 10% | -1.2 | 8% | 7 | 0% | 0% | -6% | 13
O=c1c2ccccc2nc(N/N=C/c2c(O)ccc3ccccc23)n1O | -78* | -16% | -0.8 | ? | 11 | -24% | -55%[inhibitor] | 30µM* | 107
CCCNC(=O)c1ccc(N2CCC3(CC2)CC(c2cccc(Br)c2)=NO3)c(N)c1 | 1 | 2% | -0.5 | ? | 23 | -9% | -4% | 4% | 13
Cc1nn(CC(=O)Nc2ccncc2)c(C)c1[N+](=O)[O-] | -21 | -6% | -0.1 | 11% | -8 | 1% | -2% | -10% | ?
COc1ccc(OC)c(S(=O)(=O)N2CCCCCC2)c1 | 3 | 1% | 0.3 | -30% | 4 | 21% | 11% | 2% | ?
CN(CCc1ccccn1)C1CC(=O)N(c2ccc(Cl)cc2)C1=O (stereo not drawn) | 5 | -14% | 0.5 | -16% | -17 | -3% | 0% | -11% | -17
Cc1ccc(S(=O)(=O)NCC(=O)OCC(=O)NCc2cccs2)cc1 | -3 | -7% | -2.1 | 4% | 5 | -3% | 0% | 1% | 17
CCOc1ccc(OCC)c(NC(=O)CSc2nc3c(c(=O)n(C)c(=O)n3C)n2C(C)C)c1 | nt | -4%[57.1 µM] | -3.9 | 0% | 6 | -6% | 22% | 2% | 10
Cn1c(=O)c2c(-c3ccccc3)n(-c3ccccc3)cc2n(C)c1=O | 1 | -1% | -1.5 | 20% | 13 | -13% | 12% | -26% | 33
Cc1cc(C)nc(NS(=O)(=O)c2ccc(NC(=O)Nc3ccccc3F)cc2)n1 | 5 | -4% | -0.1 | 17% | -12 | -1% | -5% | 6% | 8
Nc1c(-c2ccc(F)c(F)c2)nc2ncccn12 | 0 | 5% | 0.2 | 18% | -6 | -6% | nt | -16% | -24
NCC(=O)c1cccc2ccc[n+]([O-])c12 | -9 | -3% | 1.7 | 1% | 1 | -12% | -9% | -13% | 10
CCOc1ccc(/C(O)=C/C(=O)C(=O)Nc2ccc(S(=O)(=O)NC(C)=O)cc2)cc1 | -2 | -35% | 0.1 | 20% | -10 | 10% | -1% | -11% | -60*
CSCCC(NC(=O)COc1ccccc1)C(=O)N(C)CC(=O)Nc1ccc(Cl)cc1 (stereo not drawn) | -10 | 2% | -4.2 | ? | -10 | 4% | 13% | -5% | -16
CCn1c(SCC(=O)Nc2cccc(C)n2)nc2c1c(=O)n(C)c(=O)n2C | 3 | -5% | 1.5 | 8% | 3 | -6% | 3% | -4% | 2
Cc1csc(NC(=O)CCCC(=O)O)c1-c1nc2ccccc2s1 | 9 | -25% | -2.9 | -2% | 13 | 4% | 1% | ? | 10

Among those listed so far, these contain an NH in an aromatic ring.
SMILES | PI5P4Ka inh | WRN inhibitor | IL-2 act | GLP1R inv ag | D3 ag | HEK293 tox | GLP-1R agonist | PLK1 PBD block | D3 antag
Nc1[nH]n(-c2c(Cl)cc(Cl)cc2Cl)c(=O)c1N=Nc1ccc(S(=O)(=O)Nc2ncccn2)cc1 | -2 | -7% | -0.2 | 2% | 1 | ? | -3% | -13% | -10
O=C(Nc1ccc2ccccc2c1)C(C1CC1)n1c(=O)c(-c2cc3ccccc3[nH]2)nc2ccccc21 (stereo not drawn) | 4 | -9% | -0.7 | 5µM* | -5 | nt | nt | -4% | -1

The list goes on:
SMILES | PI5P4Ka inh | WRN inhibitor | IL-2 act | GLP1R inv ag | D3 ag | HEK293 tox | GLP-1R agonist | PLK1 PBD block | D3 antag
C=CCNc1nc(-c2cc3ccccc3o2)cs1 | -1 | -4% | -4.5 | ? | 0 | 2% | 0% | -19% | -8
O=C1CCCCCCC(=O)[C@H](O)C[C@H](c2ccccc2)O1 | -6 | 9% | 0.5 | 0% | -10 | 5% | -2% | -3% | -10
C=CCn1c(-c2ccc(OC)cc2)nc2nc3ccccc3nc21 | 0 | 6% | -0.8 | 58%[activator] | 5 | 5% | 20% | -9% | 8
Nc1nnc(SCc2nnc(-c3ccccc3)o2)s1 | -6 | 4% | -0.7 | 73%[activator] | 0 | 9% | -7% | -1% | 3
COc1ccccc1NS(=O)(=O)c1cc(N)ccc1N1CCOCC1 | -29 | -18% | 0.9 | 11% | -1 | -1% | 1% | 0% | -8
O=C(OCn1ncc(Cl)c(Cl)c1=O)c1ccccc1Cl | nt | -24% | -3.0 | -49% | -9 | ? | -17% | ? | -70*
CN1CCN(NC(=O)CN2C(=O)S/C(=C\c3c(Cl)cccc3Cl)C2=O)CC1 | 2 | 1% | 0.0 | 6% | 7 | -2% | 2% | -25% | 0
Cc1c(C)n(Cc2ccc(F)cc2)c2ccc(C(=O)N3CCN(c4ccccn4)CC3)cc12 | 3 | -30% | 0.3 | ? | 0 | 17% | -1% | 0% | 2
CN(CC(=O)Nc1cccc2c1CCCC2)S(=O)(=O)c1ccccc1 | nt | -2% | 0.2 | -1% | 1 | 8% | 7% | -5% | 12
Cc1nn(CC(=O)Nc2ccc(C(=O)N3CCCCC3)cc2)c(=O)c2ccccc12 | nt | -5% | 6.1 | 0% | -7 | 2% | 3% | 3% | 26
O=C(c1ccc(NS(=O)(=O)c2ccc(F)cc2)cc1)N1CCN(c2ccccc2O)CC1 | -18 | -17% | -4.3 | 7% | 1 | -5% | 9% | -3% | -18
O=C(CSc1nnc(NC(=O)C2CCC2)s1)Nc1ccc(N2CCOCC2)cc1 | -9 | 4% | -0.7 | 36%[activator] | -11 | -18% | 17% | ? | -73*
O=[N+]([O-])c1cc(-c2csc(NCCc3nc4cc(Cl)c(Cl)cc4n3CCCO)n2)ccc1Cl | -19 | -18% | -3.8 | 14µM* | 3 | ? | 0% | -20% | 5
FC(F)(F)c1nnc2sc(-c3cccs3)nn12 | 1 | -8% | -3.6 | 57%[activator] | -5 | 0% | 11% | -12% | 13
CCCCCCCCn1ccc(=N)cc1 | -5 | -29% | -0.8 | ? | 11 | -31% | 1% | -6% | 13
Cc1ccc(S(=O)(=O)N2CCCOC2CNC(=O)C(=O)NCCc2c[nH]c3ccccc23)cc1 (stereo not drawn) | 3 | -13% | -1.4 | -53% | 4 | 4% | -3% | -2% | 9
CCN1C(=O)/C(=C\N(C)C)NC1=S | -3 | 9% | 0.2 | 20% | -12 | 4% | 9% | 2% | -8
CCOC(=O)C1=C(C)NC(C)=C(C(=O)OCC)C1c1ccc(OC)cc1 | 3 | -4% | -3.5 | ? | -8 | -13% | 19% | -7% | -29
CCc1c(O)nc(SCC(=O)Nc2nc3ccccc3s2)n(-c2ccc(C)cc2)c1=O | -15 | 0% | -0.4 | ? | 5 | 5% | 1% | -23% | 2
Cc1ccc(C(C(=O)NCc2ccco2)N(C(=O)Cn2nnc3ccccc32)c2ccccc2)o1 (stereo not drawn) | -6 | 1% | -0.7 | ? | 7 | -5% | 3% | -16% | ?
Cc1c(NC(=O)c2cccc(NC(=O)Cc3ccc(Cl)cc3)c2)c(=O)n(-c2ccccc2)n1C | -4 | 2% | -0.1 | ? | 5 | -20% | 6% | -4% | 6
CCOC(=O)CN1C(=O)COc2ccc(C(C)(C)C)cc21 | -1 | 0% | 2.0 | ? | -6 | 12% | 1% | -9% | -10
O=C(C1CCCN1C(=O)c1cccs1)N1CCN(S(=O)(=O)c2ccc(F)cc2)CC1 (stereo not drawn) | 2 | 0% | -0.1 | 15% | 2 | 1% | 0% | 0% | 0
O=[N+]([O-])c1ccccc1/C=N/OCc1ccccc1 | 6 | -2% | -2.6 | 15% | 15 | 0% | 18% | 1% | 3
NC(=O)c1cccc(-c2ccnc3c2CC(C(=O)NCC2CC2)O3)c1 (stereo not drawn) | -5 | 0% | 0.1 | -15% | 6 | 4% | -3% | 6% | 12
Cc1nn(C2CCS(=O)(=O)C2)c(C)c1CN(C)C(=O)c1cccc(Cl)c1 (stereo not drawn) | 9 | 6% | 0.8 | 19% | 4 | 4% | 4% | -5% | 11
c1ccc2c(NCC3CCCO3)nc(N3CCCCC3)nc2c1 (stereo not drawn) | 3 | 2% | -1.7 | ? | -1 | -19% | -3% | 2% | 9
O=C(CN1C(=O)COc2ccc(Cl)cc21)NCC1CCCO1 (stereo not drawn) | 3 | -4% | 0.3 | -18% | -3 | 0% | 0% | 0% | 2
N#CC1=C(N)SC(N)=C(C#N)C1c1ccnc2ccccc12 | -74* | ? | 4.1 | 0% | -6 | 15% | -18% | ? | 0
CCOC(=O)c1c(C)nc2c(c1-c1ccc(Cl)cc1)C(=O)CC(C)(C)C2 | 7 | -34%[57.1 µM] | 0.0 | ? | 4 | -8%[1.53 µM] | 21% | -3% | 20
